MITF inh: human MITF inhibition, primary screen. AlphaScreen MITF homodimerization, bead proximity signal. inhibition, % at 2.6 µM. hit rate 0.91% among 650,000; in the data active = inhibition above about 50%;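 also: 0% = vehicle wells with protein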
GPR151 ag: activators of human GPR151. Q8TDV0. PathHunter beta-arrestin GPR151 cells, luminescence. activation, % at 11.2 µM. hit rate 1% among 650,000. AID 1508602; in the data active = activation above about 4.9%;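 also: 0% = median of compound wells and 100% = cells with positive control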
FBW7 act: activators of human E3 ligase FBW7 | Q969H0 | AlphaScreen FBW7–phospho-cyclin E peptide binding, activator screen | normalized activity (activation), % at 26.1 µM | hit rate 0.13% among 650,000 | AID 1259310; in the data active = normalized activity above about 1.9%;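 also: purified mutant Fbw7 with reduced substrate affinity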
Target sequence (Q969H0 whole entry, looked up): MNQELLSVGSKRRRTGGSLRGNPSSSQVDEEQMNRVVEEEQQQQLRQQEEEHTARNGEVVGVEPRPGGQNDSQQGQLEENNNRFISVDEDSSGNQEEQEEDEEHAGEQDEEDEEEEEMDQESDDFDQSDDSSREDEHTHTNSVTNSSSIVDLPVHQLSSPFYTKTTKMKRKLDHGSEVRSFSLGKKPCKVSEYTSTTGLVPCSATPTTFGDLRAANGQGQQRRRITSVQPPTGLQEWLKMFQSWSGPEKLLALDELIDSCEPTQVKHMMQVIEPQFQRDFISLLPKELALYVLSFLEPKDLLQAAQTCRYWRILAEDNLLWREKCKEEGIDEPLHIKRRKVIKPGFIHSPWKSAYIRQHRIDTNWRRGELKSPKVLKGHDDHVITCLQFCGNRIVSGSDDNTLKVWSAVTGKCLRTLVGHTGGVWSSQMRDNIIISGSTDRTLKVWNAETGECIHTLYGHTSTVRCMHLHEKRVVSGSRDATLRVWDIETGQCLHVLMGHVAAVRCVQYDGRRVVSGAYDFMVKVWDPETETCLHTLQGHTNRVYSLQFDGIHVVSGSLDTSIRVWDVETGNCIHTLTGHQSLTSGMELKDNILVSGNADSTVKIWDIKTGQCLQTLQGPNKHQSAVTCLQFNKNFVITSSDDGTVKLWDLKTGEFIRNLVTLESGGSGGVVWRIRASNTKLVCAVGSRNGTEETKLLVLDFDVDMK
TEAD-YAP inh: TEAD-YAP interaction inhibition | HEK-TIYL cells, TEAD-Gal4/YAP UAS-luciferase luminescence | inhibition, % at 9.12 µM | hit rate 1.4% among 640,000 | AID 1259422; in the data active = inhibition above about 32%;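 also: 0% = median of test compound wells and 100% = reference inhibitor wells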
Numbers without * were called inactive; & = joins results of further samples. Compounds as they come; overall some 3.4% were active at least once.

`c1ccc(Oc2ccc(Nc3cc(-c4csc5ccccc45)ncn3)cc2)cc1` gave MITF inh 20, GPR151 ag 0.8, FBW7 act -0.1 and TEAD-YAP inh 6.
NC(=O)COC(=O)c1cccc(S(=O)(=O)NCc2ccccc2)c1 was read as MITF inh -6, GPR151 ag -0.2, FBW7 act -0.1 and TEAD-YAP inh -4.
Screening Oc1ccc(CCNc2nc(Nc3cnccn3)nc3c2ncn3-c2ccccc2)cc1 returned MITF inh 13, GPR151 ag -1.0, FBW7 act 0.0 and TEAD-YAP inh 28.
COc1cccc(NC(=O)Cn2cc(C(=O)c3ccc(F)cc3)c(=O)c3cc(F)ccc32)c1 was read as MITF inh 8, GPR151 ag -1.1, FBW7 act 0.6 and TEAD-YAP inh 3.
For COc1cccc2sc(=NC(=O)c3ccc(S(=O)(=O)N4CCc5ccccc54)cc3)n(C)c12 the results were MITF inh -17, GPR151 ag 0.9, FBW7 act 0.0 and TEAD-YAP inh -9.
`C=CCOc1ccc(/C=C2\SC(=S)N(C(CCC(=O)O)C(=O)O)C2=O)cc1` (centres undefined) gave MITF inh -10, GPR151 ag -1.8, FBW7 act -0.9 and TEAD-YAP inh -3.
`Cc1ccccc1C(=O)NN(c1ccccc1)c1ccccc1` gave MITF inh 0, GPR151 ag 1.1, FBW7 act 0.2 and TEAD-YAP inh -14.
COCC(=O)N1CCCC(N2CCN(c3ccccc3OC)CC2)C1 (centres undefined) was read as MITF inh -2, GPR151 ag 0.2, FBW7 act -0.2 and TEAD-YAP inh 0.
For Cc1ccc(CN2CCC(n3nccc3NC(=O)C3CCCC3)CC2)s1 the results were MITF inh 10, GPR151 ag 0.0, FBW7 act -0.1 and TEAD-YAP inh 8.
`Cc1cc(NC(=O)Cn2nnc3ccccc3c2=O)no1` gave MITF inh 12, GPR151 ag 1.4, FBW7 act 1.4 and TEAD-YAP inh 1.
Cc1cc(OC(C)C(=O)Nc2ccc(S(=O)(=O)Nc3ncccn3)cc2)ccc1Cl (centres undefined) was read as MITF inh 13, GPR151 ag -1.5, FBW7 act 0.9 and TEAD-YAP inh 3.
`CN(CC(=O)Nc1ccc(F)cc1)CC(=O)Nc1ccccc1Br` gave MITF inh 3, GPR151 ag 3.2, FBW7 act 0.2 and TEAD-YAP inh 6.
CCOC(=O)c1c(NC(=O)c2ccc(Cl)cc2)sc(C(=O)Nc2ccccc2OCC)c1C was read as MITF inh -7, GPR151 ag 0.7, FBW7 act 0.0 and TEAD-YAP inh 0.
CCOc1ccc(N=c2sc(C(C)=O)c(C)n2CCO)cc1 was read as MITF inh 2, GPR151 ag -0.8, FBW7 act -0.1 and TEAD-YAP inh 13.
`COC(=O)N1C(=O)c2ccccc2C1=O` gave MITF inh 1, GPR151 ag 0.6, FBW7 act -0.2 and TEAD-YAP inh 13.
`CCOc1ccc(C2=NN3C(C2)c2cccc(OCC)c2OC3c2ccc(OCC)cc2)cc1` (centres undefined) gave MITF inh 9, GPR151 ag -1.2, FBW7 act 0.5 and TEAD-YAP inh 7.
`O=C(O)Cc1ccc(NCc2cccnc2)cc1` gave MITF inh -5, GPR151 ag 0.0, FBW7 act -0.1 and TEAD-YAP inh 0.
`Cc1ccc(CNC(=O)CCC2CCCN(Cc3cnc(-c4ccccc4)s3)C2)o1` (centres undefined) gave MITF inh 7, GPR151 ag 0.0, FBW7 act 0.0 and TEAD-YAP inh 5.
Screening Cc1cccc(C(=O)NC(C)c2cnn(-c3ccccn3)c2C)n1 (centres undefined) returned MITF inh 13, GPR151 ag 0.0, FBW7 act 0.1 and TEAD-YAP inh -8.
Screening CNc1cc([N+](=O)[O-])ccc1N/C=C\C(=O)c1ccc(OC)c(OC)c1 returned MITF inh -6, GPR151 ag 0.2, FBW7 act -0.2 and TEAD-YAP inh -7.
O=C(Nc1cc(Oc2ccc(Br)cc2)cc([N+](=O)[O-])c1)C12CC3CC(C1)CC(n1cnc(Cl)n1)(C3)C2 was read as MITF inh 6, GPR151 ag 0.6, FBW7 act 0.0 and TEAD-YAP inh -10.
Screening CN1C2CCC1/C(=C\c1ccsc1)C(=O)/C2=C\c1ccsc1 returned MITF inh 6, GPR151 ag 1.0, FBW7 act -0.2 and TEAD-YAP inh 9.
For O=C(O)CC12C[C@H]3C[C@@H](C1)CC(n1ncc(Nc4ccc(F)cc4F)c(Cl)c1=O)(C3)C2 the results were MITF inh -2, GPR151 ag -1.0, FBW7 act -0.1 and TEAD-YAP inh -3.
`COc1ccc(S(=O)(=O)N2CCN(C(=O)NCc3ccccc3)CC2)cc1` gave MITF inh 7, GPR151 ag 0.4, FBW7 act 0.1 and TEAD-YAP inh 12.
`CCC(=O)c1ccc(OCc2c(C)noc2C)cc1` gave MITF inh -3, GPR151 ag -0.1, FBW7 act 0.0 and TEAD-YAP inh 1.
C/C(=N\NC(=O)CCC(=O)Nc1ccc(I)cc1)c1ccccc1 was read as MITF inh 2, GPR151 ag -0.5, FBW7 act -0.1 and TEAD-YAP inh 0.
For C=C(C)C(=O)OC1(C(F)(F)F)Oc2cc(C)ccc2NC1=O (centres undefined) the results were MITF inh 13, GPR151 ag 0.3, FBW7 act 0.3 and TEAD-YAP inh 9.
For Cc1ccc(C2N=C(c3ccc4c(c3)OCO4)CC(c3cc(Br)ccc3O)N2)cc1 (centres undefined) the results were MITF inh -1, GPR151 ag 2.6, FBW7 act 0.3 and TEAD-YAP inh 7.
For O=C1c2cccc3cccc(c23)C(=O)N1c1ccccc1Oc1ccccc1 the results were MITF inh 4, GPR151 ag -1.3, FBW7 act -0.1 and TEAD-YAP inh 3.
Screening CCOC(=O)/C(C#N)=C/c1ccc(OC(=O)c2ccccn2)cc1 returned MITF inh 61*, GPR151 ag -2.8, FBW7 act -1.1 and TEAD-YAP inh 17.
CCC(CO)Nc1ncnc2c1cnn2C (centres undefined) was read as MITF inh 1, GPR151 ag -2.1, FBW7 act -0.1 and TEAD-YAP inh -4.
Screening Cc1cc(NC(=O)CSc2nc3ccccc3c(=O)n2CCC(=O)N2CCCCC2)no1 returned MITF inh -4, GPR151 ag 0.4, FBW7 act -0.8 and TEAD-YAP inh -9.
For CCOC(=O)c1cnc2ccc(C(=O)OC)cc2c1Nc1cccc(C(=O)OC)c1 the results were MITF inh -1, GPR151 ag -0.8, FBW7 act 0.1 and TEAD-YAP inh -10.
CCOc1ccc(CNc2ccc3c(c2)ncn3C)cc1 was read as MITF inh 1, GPR151 ag -1.2, FBW7 act 0.1 and TEAD-YAP inh -23.
CC(C)N(C(=O)Cn1ncc2c(=O)oc3ccccc3c21)C1CCCCC1 was read as MITF inh 4, GPR151 ag 0.5, FBW7 act -0.2 and TEAD-YAP inh -5.
For O=C(NCC1CCC2(CCN(Cc3ccccn3)CC2)O1)c1ccccc1Cl (centres undefined) the results were MITF inh 9, GPR151 ag -0.2, FBW7 act 0.2 and TEAD-YAP inh 8.
`CCOC(=O)c1sc(NC(=O)C(C)Sc2nnc(CNC(=O)c3ccco3)n2-c2ccc(OCC)cc2)c(C(=O)OCC)c1C` (centres undefined) gave MITF inh -12, GPR151 ag 0.4, FBW7 act 0.1 and TEAD-YAP inh 13.
`CCOC(=O)c1c(NC(=O)C(C)Sc2nnc(CNC(=O)Cc3ccccc3)n2-c2ccc(F)cc2)sc2c1CCC2` (centres undefined) gave MITF inh 2, GPR151 ag 0.7, FBW7 act 0.0 and TEAD-YAP inh 2.
Screening Cc1c(C(=O)NCCCN2CCOCC2)sc2ncnc(N(C)c3ccccc3)c12 returned MITF inh 3, GPR151 ag -0.7, FBW7 act 0.1 and TEAD-YAP inh -1.
For CC(C)(C)c1cc(C(c2ccccc2O)N2CCCCC2)cc(C(C)(C)C)c1O (centres undefined) the results were MITF inh 8, GPR151 ag -0.2, FBW7 act 0.5 and TEAD-YAP inh 10.
For O=C(NCCC1=CCCCC1)c1ccc(Cl)cc1[N+](=O)[O-] the results were MITF inh -6, GPR151 ag -0.8, FBW7 act 0.0 and TEAD-YAP inh -27.
`COC(=O)c1ccc(C2Nc3ccc(OC)cc3C3C=CCC32)cc1` (centres undefined) gave MITF inh 9&14, GPR151 ag 2.3&-0.1, FBW7 act 0.1&-0.1 and TEAD-YAP inh -12&1.
Screening CN1CCN(C(=O)C(NC(=O)c2ccc(Cl)cc2)C23CC4CC(CC(C4)C2)C3)CC1 (centres undefined) returned MITF inh -12, GPR151 ag 0.8, FBW7 act -0.1 and TEAD-YAP inh 1.
CCOC(=O)N1CCN(Cc2ccc(OC)c(OCC)c2)CC1 was read as MITF inh -6, GPR151 ag 0.1, FBW7 act -0.1 and TEAD-YAP inh -1.
Cc1ccccc1N1C(=O)NC(=O)/C(=C\c2ccc(O)c(O)c2)C1=O was read as MITF inh 45, GPR151 ag -0.1, FBW7 act -0.2 and TEAD-YAP inh -5.
For COc1ccc(OC)c(NC(=O)CNC(=O)Cn2cnc3sc(C)c(C)c3c2=O)c1 the results were MITF inh -3, GPR151 ag -1.0, FBW7 act 0.0 and TEAD-YAP inh -1.
O=S(=O)(NO)c1ccccc1 was read as MITF inh 19 and GPR151 ag -0.7.
COc1cccc(NC(=O)NCC(c2ccsc2)N2CCc3ccccc3C2)c1OC (centres undefined) was read as MITF inh -4, GPR151 ag 1.4, FBW7 act -0.1 and TEAD-YAP inh -3.
COC(=O)c1cc2nc(-c3ccc(F)cc3)cc(C(F)(F)F)n2n1 was read as MITF inh 4, GPR151 ag -1.4, FBW7 act 0.1 and TEAD-YAP inh -4.
Screening O=C1CCCN1CCn1cnc2c(Nc3ccc(N4CCOCC4)cc3)nc(NCc3ccc4c(c3)OCO4)nc21 returned MITF inh 15, GPR151 ag -1.8, FBW7 act -0.2 and TEAD-YAP inh -16.
COC(=O)c1c(C)oc2cc(Br)c(OCC(=O)OCc3ccccc3)cc12 was read as MITF inh -6, GPR151 ag 1.2, FBW7 act 0.3 and TEAD-YAP inh -8.
`Cc1cc(C)nc(SCCC(=O)N(C)C)n1` gave MITF inh -8, GPR151 ag -1.4, FBW7 act 1.0 and TEAD-YAP inh -7.
O=[N+]([O-])c1ccc(Cl)c(C2=NCCc3ccccc32)c1 was read as MITF inh 19, GPR151 ag -1.3, FBW7 act -0.4 and TEAD-YAP inh -2.
For Cc1n[nH]c(C)c1CCCCOc1ccccc1[N+](=O)[O-] the results were MITF inh -9, GPR151 ag 0.1, FBW7 act -0.2 and TEAD-YAP inh 13.
Screening COc1cccc(-n2c(SCC(=O)N3CC(C)CC(C)C3)nc3n[nH]c(C)c3c2=N)c1 (centres undefined) returned MITF inh -5, GPR151 ag 0.3, FBW7 act 0.0 and TEAD-YAP inh 15.
Screening CSc1nsc(SC)c1NC(=O)OC1CCCC1 returned MITF inh 11, GPR151 ag -1.1, FBW7 act 0.0 and TEAD-YAP inh 7.
Cc1cccc(NC(=O)CSCc2cc(=O)[nH][nH]2)c1C was read as MITF inh 4, GPR151 ag -1.3, FBW7 act -0.5 and TEAD-YAP inh 9.
O=c1[nH]c(=S)n(-c2ccc(Cl)cc2)c(O)c1C=Nc1ccccc1F was read as MITF inh 4, GPR151 ag -0.1, FBW7 act -0.1 and TEAD-YAP inh 13.
Screening O=C(Nc1nc(-c2ccc(Cl)cc2)cs1)c1c(F)cccc1F returned MITF inh 3, GPR151 ag -0.2, FBW7 act 0.2 and TEAD-YAP inh -34.
Screening CCCCN(CCCC)C(=O)C[n+]1ccc(/C=N/O)cc1 returned MITF inh -1, GPR151 ag 3.3, FBW7 act 0.0 and TEAD-YAP inh 1.
Screening CCOc1nc(NCc2ccco2)nc(Nc2cccc(C)c2)n1 returned MITF inh 0, GPR151 ag -0.3, FBW7 act 0.0 and TEAD-YAP inh -10.
Screening Cc1c(C(=O)Nc2ccc(Oc3ccc(Cl)cc3)cc2)sc2ncn(Cc3ccccc3F)c(=O)c12 returned MITF inh 3, GPR151 ag 1.6, FBW7 act -0.1 and TEAD-YAP inh 5.
O=C(COC(=O)c1cc([N+](=O)[O-])ccc1NCCO)Nc1ccc(F)cc1[N+](=O)[O-] was read as MITF inh -7, GPR151 ag 1.0, FBW7 act -0.1 and TEAD-YAP inh 1.

Structural class: those above containing an aryl thioether with sulfur outside any ring
Screening Cc1cc(NC(=O)CSc2nc3ccccc3c(=O)n2CCC(=O)N2CCCCC2)no1 returned MITF inh -4, GPR151 ag 0.4, FBW7 act -0.8 and TEAD-YAP inh -9.
`CCOC(=O)c1sc(NC(=O)C(C)Sc2nnc(CNC(=O)c3ccco3)n2-c2ccc(OCC)cc2)c(C(=O)OCC)c1C` (centres undefined) gave MITF inh -12, GPR151 ag 0.4, FBW7 act 0.1 and TEAD-YAP inh 13.
`CCOC(=O)c1c(NC(=O)C(C)Sc2nnc(CNC(=O)Cc3ccccc3)n2-c2ccc(F)cc2)sc2c1CCC2` (centres undefined) gave MITF inh 2, GPR151 ag 0.7, FBW7 act 0.0 and TEAD-YAP inh 2.
`Cc1cc(C)nc(SCCC(=O)N(C)C)n1` gave MITF inh -8, GPR151 ag -1.4, FBW7 act 1.0 and TEAD-YAP inh -7.
Screening COc1cccc(-n2c(SCC(=O)N3CC(C)CC(C)C3)nc3n[nH]c(C)c3c2=N)c1 (centres undefined) returned MITF inh -5, GPR151 ag 0.3, FBW7 act 0.0 and TEAD-YAP inh 15.
Screening CSc1nsc(SC)c1NC(=O)OC1CCCC1 returned MITF inh 11, GPR151 ag -1.1, FBW7 act 0.0 and TEAD-YAP inh 7.
